APE1 inh: qHTS Assay for Inhibitors of the Human Apurinic/apyrimidinic Endonuclease 1 (APE1); Potency, µM (titrated, usually from 65.8 µM), inactives show top-dose activity change, negative = inhibition, most hits filed as inhibitors; DNA repair nuclease/redox regulator APEX1 (Homo sapiens), P27695; 350,000 compounds, 0.35% hits; recombinant APE1, TAMRA/BHQ-2 abasic DNA cleavage fluorescence;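 also: potency is read from the fitted curve at half-maximal effect; plate controls were vehicle for no effect and reference inhibitor for full effect; nearly all actives have a fitted effect of over 55% in size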
Target sequence (P27695 whole entry, looked up): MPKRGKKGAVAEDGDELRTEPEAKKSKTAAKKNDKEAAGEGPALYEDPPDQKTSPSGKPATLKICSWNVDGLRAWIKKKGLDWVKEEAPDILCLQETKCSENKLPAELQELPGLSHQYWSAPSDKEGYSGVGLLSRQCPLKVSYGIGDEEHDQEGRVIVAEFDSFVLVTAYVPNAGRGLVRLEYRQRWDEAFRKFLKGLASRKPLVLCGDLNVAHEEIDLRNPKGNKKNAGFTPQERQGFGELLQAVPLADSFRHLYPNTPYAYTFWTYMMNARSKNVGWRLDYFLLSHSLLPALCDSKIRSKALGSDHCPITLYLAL
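Step 1: APE1 (0.75 nM) with compound, 15 min RT. Step 2: add 50 nM fluorophore/quencher THF duplex. Step 3: three fluorescence reads 60 s apart (525/598 nm); read 3 minus read 1 = reaction progress.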
POLK inh: qHTS for Inhibitors of Polymerase Kappa; DNA polymerase kappa (Homo sapiens), Q9UBT6; purified Pol kappa, fluorescent DNA synthesis assay, 10 min; Potency, µM (series often up to 107 µM), without a hit: at the top dose activity, negative = inhibition, hits mostly inhibitors; 400,000 compounds, 0.53% hits; also: potency is read from the fitted curve at half-maximal effect; % is scaled to controls: 0 for no effect and ±100 for the full control effect
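10 nM Pol kappa preincubated 15 min at room temperature with compounds, then reaction started with substrate at 50 nM final. Fluorescence read kinetically at 0 and 10 min; buffer-only wells served as negative control.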
Apoferritin bind: qHTS Assay for Identification of Novel General Anesthetics; Ferritin light chain (Equus caballus), P02791; apoferritin/1-aminoanthracene competitive binding, fluorescence; Potency, µM (titrated, usually from 77.5 µM), inactives show top-dose activity change, negative = displacement, usual class: inhibitors; 350,000 compounds, 0.074% hits; also: potency is read from the fitted curve at half-maximal effect; % is scaled to controls: 0 for no effect and ±100 for the full control effect; nearly all actives have a fitted effect of over 20% in size
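Read-out: endpoint 1-AMA fluorescence, excitation 380 nm and emission 535 nm, after compounds sit 10 min at room temperature with 10 uM horse-spleen apoferritin in 50% saturated 1-AMA/PBS. Values come from four-parameter Hill fits.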
Pol beta inh: qHTS Assay for Inhibitors of DNA Polymerase Beta | 340,000 compounds, 1.3% hits | Potency, µM (highest dose often 114 µM), inactives show top-dose activity change, negative = inhibition, hits mostly inhibitors | P06746 | Pol beta primer extension/strand displacement, fluorescence kinetic; also: potency is read from the fitted curve at half-maximal effect; % is scaled to controls: 0 for no effect and ±100 for the full control effect
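Values derive from four-parameter Hill fits of normalized kinetic data: reads at 0 and 10 min following addition of 50 nM substrate to 10 nM Pol beta preincubated 15 min with compound.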
POLI inh: qHTS for Inhibitors of Polymerase Iota | Pol iota fluorescent replication assay, 10 min | Potency, µM (top dose mostly 115 µM), without a hit: top-dose activity, negative = inhibition, actives largely listed as inhibitors | 390,000 compounds, 1% hits; also: potency is read from the fitted curve at half-maximal effect
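Fluorescent replication assay read twice, at 0 min and 10 min after adding 50 nM (final) substrate. Enzyme (10 nM) and compounds were first incubated 15 min at room temperature; enzyme-free buffer wells were negative controls.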
Tb PGK inh: qHTS Assay to Find Inhibitors of Phosphoglycerate Kinase; PGK/GAPDH coupled, Kinase-Glo luminescence, 60 min; Potency, µM (top dose mostly 57.5 µM), without a hit: at the highest dose activity change, negative = inhibition, most hits filed as inhibitors; 380,000 compounds, 0.043% hits; AID 602233, 2012; also: potency is read from the fitted curve at half-maximal effect; % is scaled to controls: 0 for no effect and ±100 for the full control effect; nearly all actives have a fitted effect of over 60% in size
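Recombinant glycosomal PGK reaction used 1,3-bisphosphoglycerate generated in-well by GAPDH (100nM final) in 100mM TEA pH 7.6, 5mM MgCl2, 0.01% Tween-20. After 60 minutes at room temperature, ATP was read by Kinase-Glo Plus luminescence end-point.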
POLH inh: qHTS for Inhibitors of Polymerase Eta | DNA polymerase eta (Homo sapiens), Q9Y253 | recombinant Pol eta, fluorescent DNA replication assay | Potency, µM (titrated, usually from 114 µM), for inactives: at the top dose activity change, negative = inhibition, hits mostly inhibitors | 390,000 compounds, 1.2% hits | AID 588591, 2011; also: potency is read from the fitted curve at half-maximal effect; % is scaled to controls: 0 for no effect and ±100 for the full control effect
Target sequence (Q9Y253 whole entry, looked up): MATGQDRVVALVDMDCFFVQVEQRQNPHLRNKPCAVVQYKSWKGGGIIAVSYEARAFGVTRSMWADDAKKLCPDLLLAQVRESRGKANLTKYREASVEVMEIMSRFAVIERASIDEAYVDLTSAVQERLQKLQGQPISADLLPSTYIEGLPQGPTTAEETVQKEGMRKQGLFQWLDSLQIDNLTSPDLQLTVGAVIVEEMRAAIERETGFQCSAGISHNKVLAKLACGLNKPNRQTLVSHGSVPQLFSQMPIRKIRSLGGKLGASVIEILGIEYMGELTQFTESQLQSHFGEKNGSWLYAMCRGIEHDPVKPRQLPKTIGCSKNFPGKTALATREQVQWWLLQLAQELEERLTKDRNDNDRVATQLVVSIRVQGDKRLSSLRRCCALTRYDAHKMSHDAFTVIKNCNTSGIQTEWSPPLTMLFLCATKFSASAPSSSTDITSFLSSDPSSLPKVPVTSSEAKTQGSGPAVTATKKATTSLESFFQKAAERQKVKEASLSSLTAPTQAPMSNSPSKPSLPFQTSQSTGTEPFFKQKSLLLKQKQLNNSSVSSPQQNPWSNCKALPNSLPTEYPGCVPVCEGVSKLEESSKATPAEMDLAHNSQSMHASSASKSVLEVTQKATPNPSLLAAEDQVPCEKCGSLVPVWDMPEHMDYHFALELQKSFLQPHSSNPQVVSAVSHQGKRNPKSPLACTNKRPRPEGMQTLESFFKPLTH
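Fluorescent replication assay: 50 nM final substrate added after a 15 min room-temperature compound preincubation with 10 nM enzyme. Signal taken at 0 min and again at 10 min.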
BLM inh: qHTS Assay for Inhibitors of Bloom's syndrome helicase (BLM). RecQ-like DNA helicase BLM (Homo sapiens), P54132. recombinant BLM DNA unwinding, fluorescence dequenching. Potency, µM (doses to about 56.1 µM), inactives show at the top dose activity change, negative = inhibition, hits mostly inhibitors. 350,000 compounds, 0.2% hits;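 also: potency is read from the fitted curve at half-maximal effect; plate controls were vehicle for no effect and no enzyme for full effect; nearly all actives have a fitted effect of over 35% in size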
RXFP1 antag: qHTS Assay for Antagonists of the Relaxin Receptor RXFP1 | Relaxin receptor 1 (Homo sapiens), Q9HBX9 | HEK293-RXFP1, relaxin-stimulated cAMP HTRF, 30 min; hits give low values | activity change, negative = inhibition, % at 57.5 µM | 350,000 compounds, 0.59% hits | AID 1259400, 2018;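 active = activity change of -60% or lower, but not beyond a set lower limit; inconclusive = change between -60% and -40%, or beyond the set limit; inactive = change above -40%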; also: % is scaled to controls: 0 for no effect and ±100 for the full control effect
Numbers without * were called inactive; i = inactive; ? = inconclusive; . = no result given; [ ] = dose if it differs, or a comment. Unless noted, calls follow the shape of the dose curve; as a rule, active = well fitted curve in the direction sought with a large enough effect; inconclusive = small, poorly fitted or top-dose-only effect, or another doubt; inactive = no such curve, though single readings can be large; an effect the other way counts as inactive or inconclusive.

Order of results – APE1 inh, POLK inh, Apoferritin bind, Pol beta inh, POLI inh, Tb PGK inh, POLH inh, BLM inh, RXFP1 antag
- O=C(Nc1ccc(N2CCOCC2)cc1)c1nc2ccccc2s1
→ 3.6%, 0.0%, -3.4%, -19.3%, -12.0%, -2.4%, -1.8%, -2.2%, -24.2
- COc1ccccc1-c1cc2nc(C)c(CCC(=O)NC3CCCCC3)c(C)n2n1
→ ., -9.5%, -13.3%, -1.8%, 14.6%, -2.2%, -8.0%, -1.4%, .
- NC(=O)N/N=C\c1cccs1
→ -6.5%, -11.8%, -5.3%, -0.6%, 10.1%, 4.0%, 2.8%, 1.8%, 4.1
- Cc1ccc(N(C)S(=O)(=O)c2cccc(C(=O)OCC(=O)N3CCCC(C)C3)c2)cc1 (stereo not drawn)
→ 24.3%, -2.8%, ., ., 10.1%, -1.4%, -15.9%, ., -0.7
- CCOC(=O)/C(=C\c1c[nH]c2ccccc12)NC(C)=O
→ 3.1%, 4.8%, -0.8%, -9.5%, 5.2%, i, -12.6%, -8.2%, -19.2
- CCOC(=O)c1[nH]cnc1C(=O)Nc1cccc(N)n1
→ -2.7%, -2.5%, -8.5%, 24.1%, 23.9%, 2.7%, -2.1%, -0.4%, .
- Cc1cccc(-n2ccc(=O)c(C(=O)Nc3ccc(S(=O)(=O)N4CCOCC4)cc3)n2)c1
→ -11.8%, -14.0%, ?, -1.4%, -23.0%, -4.6%, -11.9%, -0.3%, 2.3
- Cn1cccc1/C=N/NC(=O)c1cccs1
→ 38.6%, -16.8%, -9.5%, 33.8%, 37.4%[activator], -11.9%, -22.2%, -1.5%, 4.5
- COC(=O)C1=C(C)NC(=S)NC1c1ccc(-c2cccc(Cl)c2)o1 (stereo not drawn)
→ 12.5%, -3.6%, -5.6%, 7.6%, 183.7%[activator], i, -19.6%, -12.2%, -13.3
- CC(=O)NC1CC(C)(C)N(OC(C)=O)C(C)(C)C1
→ 1.3%, -13.5%, -1.0%, -9.5%, 5.7%, -2.7%, -6.4%, -2.6%, 3.1
- CCOC(=O)N1CCN(C(=O)c2n[nH]c(=O)c3ccccc23)CC1
→ -1.9%, 5.1%, 4.4%, -4.4%, 11.1%, -4.8%, -10.1%, 0.0%, -0.3
- Cc1ccc(S(=O)(=O)N2CC(O)CC2C(=O)OCc2nc3sc(C)c(C)c3c(=O)[nH]2)cc1 (stereo not drawn)
→ -1.2%, -5.7%, -15.9%, -20.7%, 1.6%, -9.3%, -17.0%, 5.3%, 22.6
- CC1CCN(S(=O)(=O)c2cccc(-c3csc(-c4cccnc4)n3)c2)CC1
→ -4.8%, 4.7%, ?, -19.8%, -9.1%, -0.2%, -13.4%, -0.8%, -14.5
- CCCNC(=O)CSc1nc2[nH]ncc2c(=O)[nH]1
→ 8.6%, -15.4%, -3.5%, -0.7%, ?, ., -4.4%, -7.7%, 4.3
- O=C(CSc1nc2c(c(=O)n1-c1ccccc1)SCC2)N1CCN(c2ccccc2)CC1
→ -1.5%, 4.0%, -4.8%, -0.5%, -12.9%, i, -7.2%, -1.6%, -2.8
- COc1ccc(Cl)cc1NC(=O)NC1CCCCC1
→ -1.7%, -12.9%, -8.8%, 4.9%, -1.0%, 0.5%, 2.3%, -5.2%, 5.7
- CC1CN(c2ccnc3cc(Cl)ccc23)CC(C)O1 (stereo not drawn)
→ 60.3%[activator], 7.6%, -2.0%, 4.5%, 4.3%, 8.6%, -13.9%, 2.1%, -21.8
- O=C(NN=C1c2ccccc2-c2ccccc21)c1cccc(Br)c1
→ 16.1%, -3.8%, -0.4%, 5.6%, -11.8%, -7.1%, -16.1%, 2.0%, -2.5
- CSCCC(NS(=O)(=O)/C=C/c1ccccc1)C(=O)N1CCC(C)CC1 (stereo not drawn)
→ 1.7%, -18.4%, ?, -10.4%, 1.9%, i, 0.5%, -2.2%, 4.8
- CC1CCCCC12NC(=O)N(CC(=O)N1CCc3ccccc3C1)C2=O (stereo not drawn)
→ -4.3%, -4.8%, ., ., 21.4%, 5.9%, -2.6%, ., -3.5
- CCOCCn1ccc2c(OCC(=O)Nc3ccc(OC(F)(F)F)cc3)cccc2c1=O
→ ., -5.8%[60.1 µM], -9.2%, -28.3%, 26.2%, 6.1%, -16.7%, -3.4%, .
- CC1CC(=O)C2=C(C1)OC(N)=C(C#N)C2c1coc2ccccc2c1=O (stereo not drawn)
→ 1.3%, 3.9%, -1.8%, -13.2%, 18.6%, -0.3%, 7.1%, -2.7%, -0.7
- Cc1cc(Cl)ccc1OCc1n[nH]c(=S)n1C1CCCCC1
→ -7.1%, -19.1%, -11.4%, -2.1%, 0.4%, i, -18.6%, -8.4%, -28.2
- COc1ccc(/C=N/n2c(-c3cccs3)n[nH]c2=S)cc1
→ 2.5%, -19.6%, -15.3%, 26.8%, 4.4%, -4.3%, -5.9%, -0.7%, -15.3
- NCCCCCC(=O)N/N=C/c1ccc2nccnc2c1
→ -2.6%, -7.2%, 0.4%, -14.6%, 7.6%[58.9 µM], -9.3%, -17.5%, 1.7%, -1.5
- O=C(Nc1nccs1)c1nc[nH]c1C(=O)NCc1ccccc1
→ 2.9%, -12.1%, ., ., -3.3%, 0.4%, -0.2%, ., .
- COc1ccc(S(=O)(=O)NCc2ccco2)cc1C(=O)N1CCOCC1
→ -12.2%, -4.0%, 11.5%, 15.7%, 150.2%[activator], -1.1%, -23.8%, -1.2%, -1.2
- O=C(COc1ccc2ccccc2c1)Nc1nccs1
→ 0.6%, -4.7%, -1.9%, -24.7%, 134.4%[activator], -5.2%, -5.0%, -6.4%, -9.6
- Cc1ccc(S(=O)(=O)N(C)C[C@H]2Oc3c(NC(=O)Nc4cccc5ccccc45)cccc3C(=O)N([C@@H](C)CO)C[C@@H]2C)cc1
→ 16.1%, 1.8%, ., ., 10.0%, -4.6%, -22.9%, ., .
- CC[C@@H](C)C(NC(=O)OC(C)(C)C)c1cn([C@@H](Cc2ccc(O)cc2)C(=O)N2CCN(C(=O)OC(C)(C)C)CC2)nn1 (stereo partly drawn)
→ 1.4%, -14.1%, ?, -4.3%, -9.4%, 1.2%, -7.2%, -2.3%, .
- O=C(Nc1nc2ccccc2s1)c1ccc(OCC2CCCO2)cc1 (stereo not drawn)
→ 16.5%, 0.4%, -13.7%, 11.5%[57.1 µM], -7.6%, -11.5%, -22.3%, -14.6%, -35.3
- COc1ccccc1C(=O)Nc1ccc2nc(SCCOc3ccccc3C)sc2c1
→ ., -4.4%, 2.9%, -3.3%, -12.4%, -3.3%, -5.4%, -9.0%, .
- COc1cccc(CC(=O)Nc2ccc3c(c2)CCC3)c1
→ 2.1%, 0.3%, 1.3%, -1.3%, 73.9%[activator], -2.2%, -13.0%, -5.9%, -5.9
- O=C(CCC(=O)N/N=C/c1cc(Cl)cc(Cl)c1O)NCc1ccccc1
→ 16.8%, 5.2%, 62.3%[activator], 21.1%, 79.2%[activator], 5.5%, -11.8%, -6.2%, -11.3
- COc1ccccc1NC(=O)CSc1nnc(-c2cccc(Cl)c2)o1
→ ., -9.9%, ?, ?, -7.7%, ., ., -5.2%, 1.2
- CC(=O)c1ccc(-c2ccc(C(=O)N(C)c3c(N)n(Cc4ccccc4)c(=O)[nH]c3=O)o2)cc1
→ 7.5%, -13.2%, ., ., 26.9%, i, 1.2%, ., 5.0
- CCNC(=O)N1CCN(C(=O)NCC)CC1
→ -22.4%, 0.2%, -1.7%, 11.3%, 53.2%[activator], -1.7%, -6.8%, -0.3%, 2.6
- CC1Cc2ccccc2N1C(=O)C1CCCN1S(=O)(=O)c1ccc(Cl)cc1 (stereo not drawn)
→ 4.3%, -11.9%, -3.9%, 42.3%, ?, ., -21.3%, -1.1%, 13.2
- CC[C@]12c3[nH]c4cc(-c5ccco5)ccc4c3CCN1C(=O)[C@@H](CC(=O)NCCCN(C)C)C[C@@H]2C(=O)N1CCN(C(=O)c2ccco2)CC1
→ 7.1%, -6.1%, ., ., 21.5%, 4.2%, -16.6%, ., .
- CCOC(=O)c1c(C)[nH]c(C)c1S(=O)(=O)N1CCN(c2cccc(C)c2)C(C)C1 (stereo not drawn)
→ -30.6%, -9.1%, -13.4%, -8.6%, -1.6%, -6.3%, -6.1%, -9.5%, 8.7
- Cc1ccc(OCCNC(=O)CCc2nc3sc4c(c3c(=O)[nH]2)CCCC4)cc1
→ ., ?, ., ., ?, -3.6%, ?, ., -11.1
- COc1ccc(CCNC(=O)CSc2nn(-c3ccccc3)c(=S)s2)cc1
→ 0.3%, -8.3%, -5.9%, -29.5%, 16.8%, 8.6%, -23.8%, -6.2%, -5.6
- CC(C)C(=O)Nc1ccc2nn(-c3ccc(F)cc3)nc2c1
→ 14.4%, 0.5%, 5.2%, 13.3%, 56.5%[activator], -0.9%, -8.6%, -3.2%, 4.8

This is a subset, so the mix of outcomes need not match the whole.
